# GC-A act – GC-A (human) enzyme activation; P16066; HEK293 GC-A cells, cGMP TR-FRET, EC30 ANP; 0% at EC30 ANP, 100% saturating ANP; activation, % at 10 µM; 0.14% of 370,000 active; AID 1671463; in the data active = activation above about 40%
# UHRF1 binding – human UHRF1 methylated DNA binding inhibitors; UHRF1 binding to methylated oligo, TR-FRET; inhibition, % at 4.4 µM; Q96T88; 0.75% of 370,000 active; in the data active = inhibition above about 21%;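 note: UHRF1 SRA domain binding a hemimethylated CpG hairpin DNA probe; 0% = median of test compound wells and 100% = reference inhibitor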
# SIAE primary – blocks human sialic acid acetylesterase; Q9HAT2; SIAE FP-Rh probe binding, fluorescence polarization; inhibition, % at 9.66 µM; 0.69% of 370,000 active; AID 1053197;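 active = inhibition above a cutoff: mean of compounds within the control limits plus 3 SD of those, cut at about 17% in these data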;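 note: 0% = plate median of compound wells and 100% = probe without SIAE protein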
# Target sequence (Q9HAT2 whole entry, looked up): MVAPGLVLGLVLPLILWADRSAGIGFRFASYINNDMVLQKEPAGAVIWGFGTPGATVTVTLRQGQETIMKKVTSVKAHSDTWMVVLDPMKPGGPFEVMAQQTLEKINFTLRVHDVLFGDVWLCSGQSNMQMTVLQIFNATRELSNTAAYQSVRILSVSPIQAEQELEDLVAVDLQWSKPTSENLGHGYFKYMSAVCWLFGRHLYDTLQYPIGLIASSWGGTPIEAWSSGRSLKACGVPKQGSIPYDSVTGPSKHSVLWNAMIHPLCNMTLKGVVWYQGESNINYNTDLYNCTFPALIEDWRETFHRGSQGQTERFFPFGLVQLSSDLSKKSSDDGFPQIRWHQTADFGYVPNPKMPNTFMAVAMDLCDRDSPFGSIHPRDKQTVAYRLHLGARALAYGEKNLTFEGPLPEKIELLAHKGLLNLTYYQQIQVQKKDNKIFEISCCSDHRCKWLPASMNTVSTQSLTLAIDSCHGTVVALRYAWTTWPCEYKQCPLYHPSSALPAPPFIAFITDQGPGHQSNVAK
# NPR2 activator – GC-B (human) receptor activation; P20594; HEK293-GC-B cells, CNP EC30, cGMP TR-FRET; 0% at EC30 CNP, 100% saturating CNP; activation, % at 10 µM; 0.11% of 370,000 active; AID 1920062;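 active = activation at 10 µM reaching about 35% in either raw or pattern-adjusted values, limit read from the data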
# MBD2 inh – MBD2-methylated oligo binding inhibition. 0.31% of 370,000 active. Q9UBB5. TR-FRET, MBD2 binding to methylated oligonucleotide. inhibition, % at 4.4 µM; in the data active = inhibition above about 13%
# Target sequence (Q9UBB5 whole entry, looked up): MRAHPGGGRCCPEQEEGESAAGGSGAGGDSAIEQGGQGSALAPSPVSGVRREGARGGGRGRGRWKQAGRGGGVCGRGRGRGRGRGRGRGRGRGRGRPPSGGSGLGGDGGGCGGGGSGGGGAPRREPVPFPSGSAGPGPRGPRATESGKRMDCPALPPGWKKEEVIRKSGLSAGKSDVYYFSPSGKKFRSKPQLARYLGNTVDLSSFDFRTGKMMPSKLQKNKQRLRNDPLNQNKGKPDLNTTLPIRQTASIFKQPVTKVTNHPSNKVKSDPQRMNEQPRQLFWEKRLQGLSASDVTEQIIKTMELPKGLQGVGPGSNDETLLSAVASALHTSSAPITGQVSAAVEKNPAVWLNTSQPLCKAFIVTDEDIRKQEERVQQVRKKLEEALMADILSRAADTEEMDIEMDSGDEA
# HTRA1 inh – blocks human HTRA1 serine peptidase; 0.5% of 340,000 active; recombinant HTRA1, FP-rhodamine activity-based probe, fluorescence polarization; Q92743; inhibition, % at 5.96 µM; in the data active = inhibition above about 36%;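 note: 0% = enzyme with DMSO and 100% = wells lacking enzyme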
# mABHD4 FP – inhibitors of mouse ABHD4; inhibition, % at 8.92 µM; purified mABHD4, FP-Rh probe fluorescence polarization; 0.54% of 370,000 active; AID 720543; Q8VD66;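 active = inhibition exceeding the mean over every tested compound plus 3 SD, cut at about 30% in these data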;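 note: 0% = plate median of compound wells and 100% = S159A mutant with DMSO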
#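 Material: mouse ABHD4 enzyme, wild type; Benchmarks: S159A mutant high control, sample median low control; Buffer or medium: HEPES pH 7.0, NaCl, Pluronic buffer; Signal: fluorescence polarization; Read-out: percent inhibition of probe binding, normalized to plate controls; Timing: pre-incubation 45 min, probe exposure 60 min, at 25 °C; Dosing: 8.92 µM, single dose.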
# TCR CD3 inh – human TCR-CD3 binding inhibition; TAMRA-labeled TCR probe fluorescence, biochemical; inhibition, % at 9.4 µM; 0.37% of 360,000 active; AID 651800; in the data active = inhibition above about 19%;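 note: recombinant mutant TCR 2C K166C tagged with TAMRA read by polarization; 0% = receptor in buffer alone and 100% = receptor with positive control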
# PRMT1 inh – blocks human protein arginine methyltransferase 1; Q99873; recombinant PRMT1, activity-based probe fluorescence polarization; inhibition, % at 2.79 µM; 1.3% of 370,000 active; AID 652257;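 active = inhibition above about 21% made by adding two undisclosed values, limit read from the data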
# rCAG RNA binder – molecules binding r(CAG) RNA repeats; inhibition, % at 3 µM; 1.3% of 370,000 active; AID 651821; r(CAG) RNA repeat, TO-PRO-1 dye displacement fluorescence;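 active = inhibition above the plate cutoff, the mean of all test compounds on that plate plus 3 SD, cut at about 35% in these data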;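 note: 0% = DMSO alone and 100% = 100 µM mitoxantrone as full dye displacement; higher means more dye released from RNA so lower well fluorescence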
# Starred values were filed as active, the others as inactive; / = no result given.
SMILES,GC-A act,UHRF1 binding,SIAE primary,NPR2 activator,MBD2 inh,HTRA1 inh,mABHD4 FP,TCR CD3 inh,PRMT1 inh,rCAG RNA binder
Cc1ccc(NC(=O)CC2OC(=O)c3ccccc32)cc1S(=O)(=O)N1CCCCCC1 (stereo not given),2,-3,-5,-1,-1,-11,-4,7,-2,10
O=C(Cc1cccc2ccccc12)N/N=C1\CCCc2ccccc21,-6,-2,-5,-1,1,-14,-4,-4,1,3
Nc1c(C(=O)NCC2CCCO2)c2nc3ccccc3nc2n1/N=C/c1ccncc1 (stereo not given),-7,4,-10,6,2,-2,-14,-6,-7,5
O=C(Nc1ccc(-c2cn3ccccc3n2)cc1)c1ccco1,1,2,-1,1,4,-11,-1,-3,2,-4
COC(=O)c1cc(Cl)c(NC(=O)c2cc(OC)c(OC)c(OC)c2)cc1OC,13,3,13,5,0,-1,2,-7,-1,-4
CSc1nc2ccccc2n1Cc1c(Cl)cccc1Cl,-4,1,-2,-1,6,-17,-5,-4,3,-4
COc1ccc(/C=N/NC(=O)Cc2cccs2)cc1,8,2,0,0,2,4,-8,-9,3,0
CSc1ccccc1NC(=O)CCn1c(=O)sc2ccccc21,0,0,-3,-3,-2,-7,3,2,0,1
CCOc1ccc(NC(=O)CN(C)C(=O)c2ccc(C3SCCS3)cc2)cc1OCC,2,-1,1,0,4,-5,-2,1,-2,3
COc1ccccc1N1CCN(C(CNC(=O)c2ccco2)c2cccnc2)CC1 (stereo not given),1,7,-1,3,8,4,5,-12,3,6
Cc1cc(OCC(=O)N(Cc2ccco2)C2CCS(=O)(=O)C2)cc(C)c1Cl (stereo not given),-4,1,-3,-13,2,/,4,-5,2,-2
CS(=O)(=O)c1ccc(Nc2nc(C(N)Cc3ccc(C(F)(F)F)cc3)cs2)cc1 (stereo not given),-5,0,9,-4,0,/,6,2,0,5
Cc1ccc(C(=O)NC2CCN(C(=O)Nc3ccccc3Cl)CC2)cc1,-3,0,-1,4,2,-5,4,1,-4,-2
c1ccc(-c2cn(CC3CCCCC3)nn2)cc1,0,1,4,-4,-4,0,3,0,-2,-4
Cc1ccc(C)c(CN2CCC(CNC(=O)CCc3nnc4ccc(N5CCC(C)CC5)nn34)CC2)c1,-20,-3,7,-10,-2,-9,-2,3,0,-6
O=[N+]([O-])c1ccccc1/C=N\N1CCN(Cc2ccccc2Cl)CC1,-2,4,4,-11,1,-1,-2,2,3,5
Clc1ccc(OCc2nnc(SCc3nc4ccccc4[nH]3)n2Cc2ccco2)cc1,-14,-1,-10,-7,1,-32,-1,-3,4,4
COc1ccc(CN(C)S(=O)(=O)c2nnc(NC(=O)c3cccc(F)c3)s2)cc1,1,-1,-6,5,3,-7,-3,2,1,41*
Cc1nnc(SCC(=O)Nc2nc(-c3ccccc3)cs2)n1N,16,-1,2,3,-7,-3,-6,1,1,1
O=C(Nc1ccncc1)c1cccc(S(=O)(=O)N2CCCC2)c1,-3,2,-13,-5,2,-5,-5,9,-3,1
CCC1Oc2ccc(C)cc2N(CC(=O)NCc2cccc(OC)c2)C1=O (stereo not given),-3,3,4,-2,-6,-2,-8,7,-1,-2
O=C(N/N=C/c1cccs1)c1cc(-c2ccncc2)nc2ccccc12,-14,-4,9,-14,6,-4,2,1,1,5
CCc1ccc(-c2cc(C(=O)NN3CCOCC3)c3ccccc3n2)cc1,2,-1,-1,-1,-2,-4,-2,0,-3,-1
CCC(=O)Nc1ccc(-c2ccc(N3CCCCC3)nn2)cc1,2,-2,3,-1,4,6,23,6,-4,2
Cc1ccc(-n2c(SCc3c(Cl)cccc3Cl)nnc2-c2ccco2)cc1,-20,0,-1,-6,-5,/,-9,/,1,0

# Quoted at random: 3 entries already listed
SMILES,GC-A act,UHRF1 binding,SIAE primary,NPR2 activator,MBD2 inh,HTRA1 inh,mABHD4 FP,TCR CD3 inh,PRMT1 inh,rCAG RNA binder
COc1ccc(CN(C)S(=O)(=O)c2nnc(NC(=O)c3cccc(F)c3)s2)cc1,1,-1,-6,5,3,-7,-3,2,1,41*
Cc1ccc(C(=O)NC2CCN(C(=O)Nc3ccccc3Cl)CC2)cc1,-3,0,-1,4,2,-5,4,1,-4,-2
O=C(N/N=C/c1cccs1)c1cc(-c2ccncc2)nc2ccccc12,-14,-4,9,-14,6,-4,2,1,1,5

# (continued)
SMILES,GC-A act,UHRF1 binding,SIAE primary,NPR2 activator,MBD2 inh,HTRA1 inh,mABHD4 FP,TCR CD3 inh,PRMT1 inh,rCAG RNA binder
Cc1ccc(NC(=O)c2noc3c2CCCCC3)cc1,-2,0,-4,1,1,-5,4,3,0,-2
O=[N+]([O-])c1ccc(Oc2ncccn2)cc1,4,-1,2,1,-1,/,1,-1,2,1
CCOC(=O)c1cnn(-c2ccccc2)c1-c1ccncc1,5,3,4,1,1,5,-3,-7,4,-3
CCCn1c(SC2C(=O)CC(C)(C)CC2=O)nc2c1c(=O)n(C)c(=O)n2C,0,12,5,4,2,2,-2,6,-4,5
COc1ccc(NC(=O)CN2CCN(C(=S)NC3CCCC3)CC2)cc1,-2,0,-2,-3,0,6,5,-2,0,-7
O=C(CCCC(=O)N1CCN(c2cccc(Cl)c2)CC1)c1ccccc1,-10,0,7,-6,1,-2,-2,-4,-1,0
CC1(C)N=C(c2cccs2)C(C)(C)N1O,2,4,-2,-1,-2,2,-2,1,1,0
Nc1nc2ccc(Cl)cc2o1,0,-2,-5,3,0,4,2,1,-1,2
CC(=O)N[C@@H](C)C(=O)N1CCN(S(=O)(=O)c2ccc(Cl)cc2)CC1,5,3,1,6,-4,8,2,-6,6,-2
O=C(Nc1ccc(N2CCN(C(=O)c3ccco3)CC2)cc1)c1cc(Br)ccc1Cl,0,-2,2,-7,0,-5,2,-4,-4,6
O=C(Nc1nc2c(s1)CCCC2)c1cccs1,5,-2,5,-7,0,-10,7,-2,0,-2
COc1cccc(CNC(=O)Cn2c(=O)oc3ccccc32)c1OC,-1,0,0,-1,4,-6,0,2,-2,3
Cc1ccc(NC(=O)/C=C/c2ccco2)nc1,-6,5,4,-7,-2,1,3,3,-4,1
O=C(CN1C(=O)NC2(CCCCCCC2)C1=O)Nc1ccc(Br)cc1Br,3,-1,-1,-2,3,-18,4,3,-1,4
Cc1cccc(NC(=O)COc2cccc3c2CCN(C)C3=O)c1C,-4,-1,10,-6,-5,-4,0,4,-2,-1
Cc1ccc(-n2c(SCC(=O)Nc3cc(C)on3)nc3ccccc3c2=O)cc1,12,2,-5,0,-2,-4,0,2,-1,2
CC(C)C[C@H]1CNC(=O)C(=O)N1C[C@H](Cc1ccc(O)cc1)NC(=O)Cc1ccccc1,3,3,0,2,4,/,3,-5,2,0
Cc1c(C(=O)O)sc(=S)n1CCOc1ccccc1,6,3,-3,1,8,-3,-6,-13,3,6
O=C(COc1ccccc1)NNC(=O)c1ccc(Cl)cc1,0,0,7,6,-2,-4,-5,-6,-5,-1
CCCOC(=O)C1[C@H]2C(=O)N(CCCOC)C[C@]23C=C[C@H]1O3 (stereo not given in full),1,4,1,5,3,2,1,-2,-3,-3
O=C(Cn1cc(C(F)(F)F)ccc1=O)NC(c1ccccc1)c1ccccc1,0,1,2,0,-6,-2,-4,7,-3,-4
Cc1nc(-c2cccc(N)c2)cs1,-4,-2,-4,-2,4,-2,1,3,-4,4
COc1ccccc1CNC(=O)CN1C(=O)NC(c2ccccc2)(c2ccc(C)c(C)c2)C1=O (stereo not given),-9,3,-3,-6,1,-25,-7,-8,2,-2
O=C(NC1CC(=O)c2sccc21)c1ccc(Cl)cc1Cl (stereo not given),3,1,8,1,0,1,1,6,0,0
CC(C)(Cl)C1Cc2cc3ccc(=O)oc3cc2O1 (stereo not given),3,-5,7,0,-1,-3,-5,3,-4,-1

# Three compounds already listed, arranged by the number in TCR CD3 inh, rising:
SMILES	TCR CD3 inh
CC(=O)N[C@@H](C)C(=O)N1CCN(S(=O)(=O)c2ccc(Cl)cc2)CC1	-6
COc1cccc(CNC(=O)Cn2c(=O)oc3ccccc32)c1OC	2
CCCn1c(SC2C(=O)CC(C)(C)CC2=O)nc2c1c(=O)n(C)c(=O)n2C	6

# (next part)
SMILES,GC-A act,UHRF1 binding,SIAE primary,NPR2 activator,MBD2 inh,HTRA1 inh,mABHD4 FP,TCR CD3 inh,PRMT1 inh,rCAG RNA binder
COc1cc(NC(=O)c2ccccc2)ccc1NC(=O)c1cc2ccccc2o1,-7,1,-2,-5,0,-4,2,4,-2,1
COc1ccc(/C=N/N=C(\N)c2nonc2N)cc1,2,2,2,4,0,-8,-6,1,1,1
CC(C)Cc1cc(C(=O)Nc2ccc3c(c2)OCO3)no1,8,3,8,6,0,-8,7,-9,3,1
CC(=O)C1=C(C)NC(=O)NC1c1ccc2c(c1)OCO2 (stereo not given),2,0,-4,5,-3,1,1,9,-4,2
Cc1ccc(-n2nc3ccc(NC(=O)c4cccc([N+](=O)[O-])c4C)cc3n2)cc1,-27,1,0,-10,-2,-6,5,8,-3,2
COc1ccc(CCN(C)C(=O)CSc2nnc(-c3ccco3)o2)cc1OC,4,0,1,4,4,5,4,4,0,-4
Cc1c(Br)c([N+](=O)[O-])nn1CC(=O)Nc1sc2c(c1C(=O)OC(C)C)CCC(C)C2 (stereo not given),-4,2,-4,-8,-4,4,-7,-7,-4,5
C=CCN1C(=O)C(Cc2ccccc2Cl)SC1=Nc1ccc(C(=O)O)cc1 (stereo not given),0,-2,-4,0,0,-7,-5,6,1,12
CCC(C)NC(=O)CSc1nc2ccsc2c(=O)n1NC(=O)c1ccccc1 (stereo not given),2,2,3,8,-5,5,-1,2,2,4
NNC(=O)c1nnn(-c2nonc2N)c1CN1CCCC1,3,-1,8,9,-6,-8,1,0,1,1
CC(=O)c1c(C)[nH]c(C(=O)OCC(=O)Nc2ncc(Cl)c(C)c2Cl)c1C,8,6,-7,6,3,6,5,1,7,12
COc1ccc(C(=O)O/N=C(/c2ccccc2)c2ccncc2)cc1,-13,4,-7,-2,0,1,-9,2,-2,-8
CC(Oc1cccc(Br)c1)C(=O)NNC(=O)CCS(=O)(=O)c1ccccc1 (stereo not given),-3,-2,-2,0,3,0,9,-4,0,1
C=CCc1ccc(OCCOCCOc2cccc3ccc(C)nc23)c(OC)c1,-4,-3,0,-4,3,-8,14,6,-3,-5
CC(NCc1ccccc1OC1CCCC1)c1ccccc1 (stereo not given),-18,3,-3,-16,6,-11,8,2,-3,-2
O=C(CSCc1ccc(F)cc1)Nc1ccc(F)cc1,1,-3,-1,-2,2,-6,-1,2,1,1
CCc1ccc(N2C(=O)CN(Cc3cc(OC)c(OC)c(OC)c3)C2=S)cc1,-1,-3,-1,6,0,0,0,6,-2,-4
Cc1cc2c(cc1C)C(c1ccccc1OC(C)C)CC(=O)N2 (stereo not given),-22,4,-8,-8,8,-20,-14,3,6,-5
CCN(CC1COc2ccccc2O1)C(=S)Nc1ccccc1 (stereo not given),6,1,-5,-4,-3,-2,4,5,0,-2
Cc1ccccc1C(=O)c1cccn1CC(=O)NCCCN1CCc2ccccc2C1,-7,-1,7,1,3,7,8,-2,4,-9
O=C(NCCc1ccccc1)c1c[nH]c2ccc(F)cc2c1=O,2,3,-2,-1,5,-10,-4,2,1,-3
O=C(Nc1nccs1)c1ccc2ccccc2n1,-6,-3,-1,1,4,-11,-1,-4,3,1
O=C(CN1CCN(CN2C(=O)NC3(CCCCCC3)C2=O)CC1)Nc1ccc(F)cc1,-1,1,-5,3,-2,8,3,1,2,1
NC(=O)c1ccsc1NC(=O)COC(=O)Cc1ccsc1,3,-2,-10,-1,-2,-3,6,3,1,1
CSc1nnc2c3ccccc3n(CCc3ccccc3)c2n1,0,-2,-6,1,1,-9,0,2,-2,1
Cc1oc2c(C)c(O)ccc2c(=O)c1-c1nncn1-c1ccccc1,-4,0,-8,1,-3,0,1,-3,-1,9

# These rows are one share of the data; the hit share may differ from the screen's.
